HT1080 IDH1KD tx = kills HT-1080 cells with IDH1 knockdown; HT-1080 IDH1 knockdown viability, ATP luminescence, 48 h; Potency, µM (top dose mostly 46.1 µM), without a hit: at the top dose activity, negative = toxicity, usual class: cytotoxic; 2% of 360,000 active; AID 686971;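 note: 0% = DMSO wells and -100% = cell-free medium wells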
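% activity derives from luminescence (CellTiter-Glo), normalised to DMSO and no-cell wells. HT-1080-IDH1KD cells, 750/well, had 48 h compound exposure at 37 °C.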
KB-V1 cytotox = kills drug-selected multidrug resistant KB-V1 cells. KB-V1 MDR cells viability, CellTiter-Glo, 72 h. Potency, µM (top dose mostly 46.1 µM), without a hit: at the highest dose activity change, negative = cytotoxicity, hits mostly cytotoxic. 3.4% of 400,000 active; note: % is set by controls: 0 for no effect and ±100 for the full control effect; nearly all actives have a fitted effect of over 60% in size
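Readout: CellTiter-Glo luminescence, 10 min after addition. Cells: KB-V1 MDR subline, 72 h at 37 degrees C with compound. Analysis: corrected, normalized data fitted to concentration-effect curves.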
HT1080-NT tox = kills 2HG-producing HT-1080-NT fibrosarcoma cells; HT-1080-NT fibrosarcoma viability, CellTiter-Glo ATP luminescence, 48 h; Potency, µM (top dose mostly 46.1 µM), inactives show at the top dose activity, negative = less viability, most hits filed as cytotoxic; 1.6% of 360,000 active; AID 686970;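 note: NT is the 2HG producing partner of a matched IDH1 knockdown line; 0% = DMSO-treated cells and -100% = media-only wells without cells; nearly all actives have a fitted effect of over 55% in size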
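Toxicity toward the 2HG-producing NT line was scored as %Activity, normalised to DMSO and no-cell wells, from CellTiter-Glo luminescence after 48 hours' treatment.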
KB-3-1 cytotox = kills parental KB-3-1 adenocarcinoma cells; Potency, µM (titrated, usually from 46.1 µM), inactives show at the highest dose activity change, negative = cytotoxic, hits mostly cytotoxic; KB-3-1 viability, CellTiter-Glo ATP luminescence, 72 h; AID 1347075; 1.4% of 400,000 active; note: % is set by controls: 0 for no effect and ±100 for the full control effect; nearly all actives have a fitted effect of over 60% in size
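Viability of parental KB-3-1 cells, measured by CellTiter-Glo luminescence, followed a 72 h incubation at 37 °C with pinned compounds in phenol-red-free DMEM containing 10% FBS.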
GLP1R inv ag = GLP-1 receptor (human) inverse agonism; HEK293 GLP-1R CRE-luciferase, luminescence, 24 h; GLP-1R form is constitutively active; Potency, µM (doses to about 38.3 µM), inactives show at the highest dose activity change, negative = inhibition, usual class: inhibitors; 1.6% of 410,000 active; note: % is set by controls: 0 for no effect and ±100 for the full control effect; nearly all actives have a fitted effect of over 55% in size
Target sequence (P43220 whole entry, looked up): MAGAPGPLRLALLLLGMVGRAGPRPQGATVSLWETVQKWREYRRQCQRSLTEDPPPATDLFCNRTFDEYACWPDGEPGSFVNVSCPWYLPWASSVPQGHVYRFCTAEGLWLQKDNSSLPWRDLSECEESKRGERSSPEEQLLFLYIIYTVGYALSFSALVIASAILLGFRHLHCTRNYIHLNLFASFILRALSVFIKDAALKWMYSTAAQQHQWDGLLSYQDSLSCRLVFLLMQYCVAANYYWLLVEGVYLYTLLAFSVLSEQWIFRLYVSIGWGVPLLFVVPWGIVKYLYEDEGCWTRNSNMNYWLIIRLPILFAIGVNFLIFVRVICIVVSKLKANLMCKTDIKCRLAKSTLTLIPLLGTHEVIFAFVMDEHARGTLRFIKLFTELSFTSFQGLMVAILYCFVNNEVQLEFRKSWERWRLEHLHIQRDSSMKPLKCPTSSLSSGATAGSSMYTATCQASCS
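Cells are plated, allowed 12 hours at 37 deg C, then treated with compounds for 24 hr before luciferase detection reagent is added and luminescence is read after 12 min at room temperature. The HEK293 line carries constitutively active GLP-1R with a cAMP-responsive reporter.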
GLP-1R agonist = activates the human GLP-1 receptor | HEK293 GLP-1R CRE-luciferase, luminescence, 4-6 h; cells express a hypersensitive GLP-1R form | P43220 | Potency, µM (doses to about 45.6 µM), for inactives: top-dose activation, hits mostly activators | 0.007% of 380,000 active; note: % of control where 0% means no effect
SW480 rerep = inducers of DNA re-replication in SW480 colon cancer cells. SW480 DNA re-replication, Hoechst DNA content imaging, 48 h. Potency, µM (highest dose often 46.1 µM), for the others: top-dose re-replication activation, hits mostly activators. 1.8% of 340,000 active. AID 624297; note: % of control where 0% means no effect; nearly all actives have a fitted effect of over 55% in size
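Image-based DNA-content assay: after two days of treatment, nuclei were labelled with the DNA dye Hoechst and imaged, and hits were compounds raising the count of nuclei showing high fluorescence intensity.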
GLP1R cytotox = cytotoxicity counter-screen for GLP-1 receptor inverse agonists; HEK293 cAMP-luciferase reporter cells, luminescence, 24 h; Potency, µM (highest dose often 38.3 µM), without a hit: at the top dose activity change, negative = inhibition, usual class: inhibitors; 0.13% of 410,000 active;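 note: loss of luciferase light is scored as toxicity; % is set by controls: 0 for no effect and ±100 for the full control effect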
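Quantitative HTS format, 1536 wells, 200 cells/uL seeded. Compounds: 23 nL, 24 h, 37 °C. Detection: luciferase reagent, luminescence at 12 min RT; decreased signal taken as cytotoxic.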
TDP43 rescue = TDP-43 toxicity inhibition in yeast. TDP-43 expressing yeast growth rescue, BacTiter-Glo, 24 h. Potency, µM (highest dose often 46.1 µM), for inactives: at the top dose growth rescue (activation), actives largely listed as activators. 1.8% of 410,000 active. AID 652104; note: % of control where 0% means no effect; nearly all actives have a fitted effect of over 50% in size
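Growth rescue of TDP-43-toxic yeast measured as ATP luminescence (BacTiter-Glo). Cells grown to mid-log in raffinose, induced in galactose at OD600=0.02, exposed to compound 24 hr at 30 deg C.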
Starred values were filed as active, the others as inactive; ? = inconclusive; . = not tested or not shown; & = joins results of further samples; [ ] = another dose, or the depositor's remark. Calls come from the whole dose curve; as a rule, active = well fitted curve in the direction sought with a large enough effect; inconclusive = small, poorly fitted or top-dose-only effect, or another doubt; inactive = no such curve, though single readings can be large; an effect the other way counts as inactive or inconclusive. Potency is the fitted concentration of half-maximal effect. Hits appear at their usual frequency. About 9.4% of those tested had a hit in this group.

SMILES	HT1080 IDH1KD tx	KB-V1 cytotox	HT1080-NT tox	KB-3-1 cytotox	GLP1R inv ag	GLP-1R agonist	SW480 rerep	GLP1R cytotox	TDP43 rescue
C[C@@H]1CN([C@@H](C)CO)C(=O)CCCn2nncc2CO[C@H]1CN(C)C(=O)c1ccc2ccn(C)c2c1	1%	5%	-4%	24%	2%	8%	.	-5%	0%
CCOC(=O)c1oc2ccc(S(=O)(=O)N3CCC(C)CC3)cc2c1C	3%	16µM*	8%	-8%	1%	-13%	1%	2%	-6%
COc1ccc(C[C@@H]2CN3C(=NC[C@@H]3C)N2CCNC(=O)c2ccc(C)c(Br)c2)cc1	-11%	2%	-29%	?	?	-5%	-6%	-12%	9%
CCOc1ccc(CN(C)C(=O)Cc2c[nH]c3ccccc23)cc1	-21%	8%	-21%	1%	?	15%	-2%	-5%	15%
CCOC(=O)C1CCN(Cc2cc(Cl)c3ccccc3c2O)CC1	26µM*	21%	?	4%	?	19%	?	?	-1%
CCOC(=O)C(C(=O)OCC)N(C#N)c1nc(N(C)C)nc(N(C)C)n1	-22%	-7%	-21%	22%	-8%	6%	-1%	6%	-2%
Cc1cc(N2CCC(C(N)=O)CC2)nc(-c2ccccc2)n1	6%	7%	6%	1%	12%	10%	0%	2%	11%
COC(=O)c1sccc1NC(=O)c1ccccc1[N+](=O)[O-]	-3%	3%	4%	1%	2%	-2%	1%	-14%	?
O=C(NC1(C(F)(F)F)C(=O)Nc2c1c(=O)[nH]c(=O)n2-c1ccccc1)c1ccccc1 (centres undefined)	.	-4%	.	4%	5%	.	.	9%	6%
CC(C)C(=O)Nc1cccc(NC(=O)c2cccc([N+](=O)[O-])c2)c1	4%	13%	9%	-7%	-4%	9%	0%	4%	-8%
CN=c1scc(-c2ccccc2F)n1/N=C/c1ccc(O)c(O)c1O	?	0%	-21%	?	-12%	-15%	?	?	-37%[inhibitor]
O=C(CCCc1c[nH]c2ccccc12)NCc1ccc2c(c1)OCO2	-2%	0%	-5%	11%	-28%	-4%	1%	-9%	20%
CCCCN(C(=O)c1ccc([N+](=O)[O-])o1)c1c(N)n(CCCC)c(=O)[nH]c1=O	3%	22%	-1%	-1%	-7%	0%	11%	-7%	9%
c1cc(-c2nnn(CCOCCn3nnc(-c4ccncc4)n3)n2)ccn1	0%	21%	8%	3%	1%	-3%	-19%	-4%	7%
Cc1ccc(C(=O)OCC(=O)Nc2sc3c(c2C#N)CCC3)cc1	0%	-6%	7%	19%	12%	-17%	0%	-1%[1.53 µM]	2%
C/C(=N\Nc1nc2ccccc2[nH]1)c1ccc(N2CCOCC2)cc1	?	?	?	4%	?	5%	1%	?	15%
CCOC(=O)N1CCN(S(=O)(=O)c2ccc(F)c(C(=O)Nc3ccc(C)c(Cl)c3)c2)CC1	-3%	?	-5%	-12%	?	1%	19%&11%	12%	11%
COc1cccc(CNC(=O)c2ccc3nc(-c4ccc(F)cc4)c(-c4ccc(F)cc4)nc3c2)c1	.	-7%	.	-10%	?	.	.	-1%	10%
CCOC(=O)c1ccc2nc(CCC(=O)N[C@H](C(=O)OC)C(C)C)c(=O)n(CC)c2c1	-4%	?	-14%	4%	18%	3%	-72%[inhibitor][1.84 µM]	-22%	.
COc1ccc(C(=O)C(C)[n+]2ccc(-c3nnc4n3CCCCC4)cc2)cc1 (centres undefined)	21%	15%	21%	11%	5%	-5%	1%	-1%	-4%
Cn1ncc2c1NC(c1ccc(F)cc1)SCC2=O (centres undefined)	4%	1%	4%	?	12%	-1%	.	-1%	0%
COC(=O)N/N=C/c1ccc(-c2ccc(C)c(Cl)c2)o1	23%	-30%	10%	17%	15%	-8%	-7%	0%	1%
C=CCNC(=O)/C(=C\c1ccc(Br)cc1)NC(=O)c1ccccc1OC	9%	1%	23%	17%	4%	10%	-12%	-1%	18%
O=C1c2ccccc2C(=O)c2c(/C=C/N3CCCCC3)ccnc21	23µM*	2.3µM*	-20%	7.3µM*	11%	3%	21µM*	?	?
Cc1onc(-c2ccccc2)c1C(=O)N1CCC(C)(C(=O)O)C1 (centres undefined)	23%	4%	22%	0%	9%	0%	.	-2%	16%
New compounds follow:
SMILES	HT1080 IDH1KD tx	KB-V1 cytotox	HT1080-NT tox	KB-3-1 cytotox	GLP1R inv ag	GLP-1R agonist	SW480 rerep	GLP1R cytotox	TDP43 rescue
CCOCCn1c(N2CCN(c3ccc(OC)cc3)CC2)nc2c1c(=O)n(C)c(=O)n2C	9%	-9%	2%	-8%	1%	12%	-8%	-21%	15%
COc1ccc(Cl)cc1C(=O)NNC(=S)NC(=O)c1ccc(F)c(F)c1	-11%	-26%	-8%	?	6%	0%	2%	-7%	0%
C[n+]1ccccc1COc1ccc(C(C)(C)C)cc1	-23%	?	-10%	23µM*	0%	2%	-691%[inhibitor]	4%	0%
COc1cc(-c2cc(C(=O)Nc3ccc(N4CCOCC4)cc3)c3ccccc3n2)cc(OC)c1OC	-1%	-40%	-1%	0%	8%	10%	-33%	-21%	-1%
COCc1cc(C)[nH]c(=O)c1C(=O)NC12CC3CC(CC(C3)C1)C2	14%	17%	17%	1%	1%	1%	-14%[1.84 µM]	-9%	.
NC(=O)c1ccc(N2CCCC2)nc1	-28%	-4%	8%	11%	15%	6%	-2%	4%	-7%
O=C(NCC1(c2ccccc2)CCCC1)c1ccc(Br)cc1	8%	5%	16%	12%	?	1%	-8%	26%	1%
CCCCOC(=O)c1nc[nH]c1C(=O)OCCCC	-6%	-19%	4%	1%	15%	4%	-4%	5%	7%
CCc1ccc(OCC(=O)Nc2cc(-c3ccc(C)cc3)no2)cc1	.	0%	.	11%	16%	.	.	-2%	17%
CC(C)(C)c1cc(C(=O)N/N=C/c2ccncc2)n[nH]1	7%	-5%	3%	-5%	5%	4%	-4%	2%	9%
CCCCN(C(=O)c1ccc(N2CCCC2=O)cc1)c1c(N)n(Cc2ccccc2)c(=O)[nH]c1=O	13%	6%	18%	?	-13%	-13%	-3%	11%	0%
Cc1nnc(N(C)C(=O)c2ccc3c(c2)OCO3)s1	-7%	-2%	12%	-1%	4%	-2%	-31%[inhibitor]	0%	25%
COc1ccc(N2CCN(C(=O)CSc3nnnn3-c3ccc4c(c3)OCCO4)CC2)cc1	-25%	21µM*	0%	-25%	-22%	-1%	-1%	-28%	?
CCN1CCN(Cc2nc3c(c(=O)[nH]c(=O)n3C)n2Cc2ccccc2Cl)CC1	11%	-4%	-3%	-4%	-5%	1%	-6%	1%	8%
CCC(c1nc2ccccc2[nH]1)n1c(-c2ccnc(Cl)c2)nc2ccccc21 (centres undefined)	14%	?	13%	8%	-14%	.	.	-16%	12%
COc1cc(/C=C(/C#N)c2nc3ccccc3c(=O)[nH]2)ccc1O	0%	12%	-1%	6%	2%	-5%	-5%	-8%	-17%
O=C(Nc1ccccc1)Nc1ccc2c(c1)CCC2	11%	0%	30%	10%	-1%	-5%	?	-8%	16%
O=C(COC(=O)Cc1ccc([N+](=O)[O-])cc1)NCc1ccc2c(c1)OCO2	3%	.	0%	.	7%	7%	-4%	6%	13%
Cc1ccccc1N(C)S(=O)(=O)c1ccc2[nH]cc(C(=O)NCC3CCCO3)c(=O)c2c1 (centres undefined)	-15%	-4%	3%	?	-17%	0%	3%	0%	-6%
Cc1ccc(C(=O)NCC(=O)N2CCCCCC2)cc1	23%	0%	9%	13%	13%	5%	-6%	9%	-18%
O=C(CC1CCC1)Nc1cccc2c([N+](=O)[O-])cccc12	-10%	?	-1%	0%	-12%	8%	-1%	-13%	-2%
CC12COC3(C(N)=O)CC1CCC32C (centres undefined)	5%	0%	4%	9%	7%	20%	-11%	-2%	9%
CCN(CC)c1ccc(Nc2cc3n(c(=O)n2)CCc2cc(OC)c(OC)cc2-3)cc1	?	0%	26µM*	-12%	18%	?	?	-15%	-15%
CCOC(=O)c1ccc(N2Cc3ccccc3C2=NC(=O)c2cccs2)cc1	-7%	8%	-3%	-20%	?	9%	0%	14%	14%
CCCCn1c(OC(=S)N(CC)CC)cc(C)nc1=S	-15%	6%	20%	0%	-13%	11%	.	4%	?
The results go on.
SMILES	HT1080 IDH1KD tx	KB-V1 cytotox	HT1080-NT tox	KB-3-1 cytotox	GLP1R inv ag	GLP-1R agonist	SW480 rerep	GLP1R cytotox	TDP43 rescue
CC(Sc1nc(N2CCOCC2)nc(N2CCOCC2)n1)C(=O)Nc1ccccc1 (centres undefined)	4%	-21%	-2%	12%	15%	-3%	-2%	2%	11%
Cc1ccc(C(=O)CCC(=O)N2CCC(C(N)=O)CC2)s1	8%	0%	15%	10%	15%	7%	-38%	-9%	7%
CCOC(=O)[C@@H]1[C@H]2COc3ccccc3[C@@H]2N2C(=O)N(c3ccccc3)C(=O)[C@@]12C	-6%	-13%	0%	0%	6%	0%	2%	2%	9%
CCOc1ncccc1C(=O)OCC(=O)c1ccccc1Br	-4%	1%	8%	9%	4%	22%	-13%	-6%	20%
CN(C(=O)c1ccc2c(=O)n3c(nc2c1)CCCCC3)c1ccccc1F	2%	-17%	8%	15%	6%	15%	10%	-18%	2%
Cc1ccc(C)c(OCCC(=O)NCCc2ccc(S(N)(=O)=O)cc2)c1	3%	-4%	7%	5%	-4%	-6%	-2%	5%	7%
C[C@H](O)[C@@H]1CN2CCc3c([nH]c4ccccc34)[C@@H]2C[C@@H]1N(C)C(=O)Nc1cc(Cl)cc(Cl)c1	?	-14%	?	?	?	-3%	.	1%	4%

Record cards, from the list above.
Cc1onc(-c2ccccc2)c1C(=O)N1CCC(C)(C(=O)O)C1 (centres undefined) as listed: HT1080 IDH1KD tx = 23%; KB-V1 cytotox = 4%; HT1080-NT tox = 22%; KB-3-1 cytotox = 0%; GLP1R inv ag = 9%; GLP-1R agonist = 0%; SW480 rerep = .; GLP1R cytotox = -2%; TDP43 rescue = 16%
CCOc1ccc(CN(C)C(=O)Cc2c[nH]c3ccccc23)cc1 as listed: HT1080 IDH1KD tx = -21%; KB-V1 cytotox = 8%; HT1080-NT tox = -21%; KB-3-1 cytotox = 1%; GLP1R inv ag = ?; GLP-1R agonist = 15%; SW480 rerep = -2%; GLP1R cytotox = -5%; TDP43 rescue = 15%
